Source: PubChem
TNAP activators = human TNAP enzyme activators, primary screen, biochemical, luminescent, no phosphate acceptor, uHTS (AID 1001). purified TNAP, luminescent activation assay, no phosphate acceptor; higher activation fold means a stronger effect. activation fold at 20 µM, or EC50 in µM where a hit was titrated. 0.03% of 200,000 active; in the data active = activation fold from about 3, or a potency from the dose series; inactive = the rest, 99 in 100 with activation fold below about 1.6; note: many of its hits are not listed in these tables
Ins promoter up = MIN6 insulin promoter up-regulation; MIN6 insulin promoter-GFP reporter, high-content imaging; hits give high values; z-score at 5 µM; AID 1625; 0.3% of 190,000 active;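 active = z-score above 3 at 5 µM with at least 500 cells counted in the well; inconclusive = wells under 500 cells, flagged as cytotoxic or low count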
RSV CPE inhibition = inhibition of RSV-induced cytopathic effect – HEp-2 cells, primary 10 µM value included (AID 2391); HEp-2 cells, RSV-induced CPE inhibition; higher % means a stronger effect; CPE inhibition, % at 10 µM; hits with a dose series show IC50 in µM; 0.13% of 310,000 active; in the data active = a potency from the dose series; inconclusive = CPE inhibition mostly from about 23% at the one dose, without a potency; inactive = the rest, 99 in 100 with CPE inhibition below about 21%; note: strong numbers were not always called active
PMI inhibitors = inhibitors of human PMI, primary screen, biochemical, fluorescence intensity, coupled assay (AID 1209) | purified PMI enzyme, coupled fluorescence intensity; higher % means a stronger effect | inhibition, % at 20 µM; hits with a dose series show IC50 in µM | 0.42% of 190,000 active;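 note: plate controls were DMSO vehicle for no effect and wells lacking substrate for full effect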
Salmonella PhoP GFP = PhoP-dependent GFP reporter repression – Salmonella Typhimurium, primary screen (AID 1863); 0.16% of 300,000 active; inhibition, % at 50 µM, or IC50 in µM where a hit was titrated; S. Typhimurium PhoP-regulated promoter GFP reporter, 4 h; higher % means a stronger effect;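 active = inhibition over 29.93%, a cutoff 3 SD above the screen mean, later confirmed by dose response; inconclusive = inhibition over 29.93% but no dose response follow-up; inactive = inhibition at most 29.93% or unconfirmed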;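 note: 0% = low Mg2+ inducing control and 100% = high Mg2+ repressing control; strong numbers were not always called active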
SV40 large T antigen = SV40 large T antigen inhibitors, biochemical (AID 1903); SV40 large T antigen ATPase/helicase inhibition assay; higher % means a stronger effect; inhibition, % at 20 µM; hits with a dose series show IC50 in µM; 0.39% of 310,000 active; in the data active = a potency from the dose series; inconclusive = inhibition mostly from about 32% at the one dose, without a potency; inactive = the rest, 99 in 100 with inhibition below about 32%; note: strong numbers were not always called active
West Nile virus CPE = inhibition of WNV-induced cytopathic effect – cell-based, CPE readout (AID 1621); West Nile virus-infected cells, CPE inhibition; higher % means a stronger effect; one-dose CPE inhibition, % at 10 µM; IC50 in µM for titrated hits; 0.02% of 290,000 active; in the data active = a potency from the dose series; inconclusive = CPE inhibition mostly from about 3.7% at the one dose, without a potency; inactive = the rest, 99 in 100 with CPE inhibition below about 2.2%; note: strong numbers were not always called active
CSM14.1 death rescue = rescue of cells from ER stress-induced death, primary screen, 384-well, CSM14.1, thapsigargin, ATP luminescence (AID 1222); CSM14.1 thapsigargin-induced death rescue, ATP luminescence; higher % means a stronger effect; 190,000 tested, under 10 active; cellular ATP content (survival), % at 20 µM, or EC50 in µM where a hit was titrated;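 active = EC50 below 50 µM in the dose-response confirmation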;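 note: death triggered by thapsigargin at about 15 µM added after 2 h compound pretreatment; cell ATP read after overnight thapsigargin exposure of roughly 18 to 22 hours; normalized against plate controls of thapsigargin alone and 5% DMSO vehicle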
human PMI inhibitors = MPI inhibition at elevated mannose 6-phosphate – biochemical, fluorescence intensity, high mannose 6-phosphate, primary screen (AID 1220); recombinant PMI enzyme, coupled fluorescence intensity; higher % means a stronger effect; 0.66% of 190,000 active; inhibition, % at 20 µM; hits with a dose series show IC50 in µM
Ins promoter up cell count = second read-out of Ins promoter up, no call of its own (marks repeat the call); cell count; measured here: cytotoxicity, nuclei count;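 total cells summed across four imaged fields per well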
Starred values were filed as active, the others as inactive; ? = inconclusive; / = no result given. Cut-off read from the data, not from the text of the source, unless noted: active = inhibition above about 50%; inactive = the rest.

molecule	TNAP activators	Ins promoter up	Ins promoter up cell count	RSV CPE inhibition	PMI inhibitors	Salmonella PhoP GFP	SV40 large T antigen	West Nile virus CPE	CSM14.1 death rescue	human PMI inhibitors
CCOC(=O)N1CCC(N(C(=O)Nc2ccc(CC)cc2)C(C)CC)CC1 (centres undefined)	1	-0.32	1665	5.7%	-6%	-11%	4%	0.0%	-1.8%	-3%
CCCCSc1nnc(-c2ccc(C)cc2)o1	1	0.29	1307	-0.1%	10%	2%	-2%	-0.1%	-0.1%	9%
O=C(O)C1CC=CCC1C(=O)Nc1ccccc1Cl (centres undefined)	1.2	0.23	1121	-0.9%	-2%	-12%	1%	0.1%	1.5%	-3%
CCN(c1ccccc1)S(=O)(=O)c1nnc(NC(=O)CC(C)C)s1	/	/	/	-1.5%	/	3%	6%	-0.4%	/	/
COc1ccc2c(CC(=O)NCc3ccc4c(c3)OCO4)coc2c1	1.1	0.02	1451	0.1%	12%	-2%	2%	-0.4%	-1.0%	11%
CCOC(=O)c1c(C)nc(SCC(N)=O)c(C#N)c1-c1ccccc1	1.1	0.24	1255	2.1%	-5%	6%	0%	-0.7%	0.9%	-2%
COc1ccc(-c2nc(N)c(C#N)c(-c3cccnc3)c2C)cc1	/	-0.74	1058	/	/	-7%	16%	0.0%	/	/
CCNC(=S)Nc1cccc(NC(=O)c2ccccc2O)c1	/	-1.2	1324	1.8%	/	-8%	14%	-0.2%	/	/
O=C(Cc1c(F)cccc1Cl)Nc1cc(S(=O)(=O)N2CCCCC2)ccc1N1CCOCC1	/	1.3	1112	4.5%	/	-9%	8%	-0.1%	/	/
Cc1cccc(OCCCC(=O)NC2CCCCC2)c1	/	/	/	0.8%	/	-7%	14%	-0.1%	/	/
C=C(C)Cn1c(SCC(=O)N/N=C/c2c(O)ccc3ccccc23)nc2ccccc2c1=O	1	0.28	1293	3.8%	-10%	-14%	11%	-1.6%	-0.3%	-10%
CC1=C(C(=O)OC2CCCCC2)C(c2cccnc2)n2nnnc2N1 (centres undefined)	1.1	-0.68	864	4.2%	5%	6%	8%	-1.0%	-3.8%	-2%
CN1CCN(S(=O)(=O)c2ccc(Br)c3nsnc23)CC1	1.1	0.11	847	1.0%	10%	17%	-4%	0.4%	-4.0%	4%
Cc1cccc(C)c1NC(=O)c1cnn(-c2ccccc2)c1C	/	/	/	0.7%	/	-3%	0%	-0.2%	/	/
Cn1c(=O)c(C(=O)NC2CCCCCCC2)c(O)c2ccccc21	1.1	-0.04	955	0.7%	-14%	-5%	3%	1.4%	0.1%	-12%
COc1ccc(-c2noc(CN3CCOCC3)n2)cc1OC	1.1	0.57	1330	0.2%	-3%	8%	11%	0.1%	-3.2%	-8%
O=[N+]([O-])c1ccc(C(O)CN2CCOCC2)cc1 (centres undefined)	/	/	/	2.4%	/	-2%	3%	-0.3%	/	/
CCc1cc2c(Nc3ccccc3O)nc(C)nc2s1	/	/	/	2.8%	/	0%	10%	-1.5%	/	/
O=C(NC1CCS(=O)(=O)C1)c1cn(-c2ccccc2)nc1-c1ccccc1 (centres undefined)	1.1	/	/	1.9%	-2%	13%	2%	0.2%	-1.2%	0%
COc1ccccc1CNC(=O)C1CCN(S(=O)(=O)c2ccc3c(c2)OCCCO3)CC1	1.1	0.2	1424	1.7%	22%	-8%	6%	-0.5%	1.4%	14%
COC(=O)CC1NCCNC1=O (centres undefined)	1.1	-0.15	1255	1.8%	-6%	12%	20%	0.4%	0.3%	-1%
CC(C)c1nnc(NC(=O)c2nc(S(=O)(=O)Cc3ccccc3F)ncc2Cl)s1	/	/	/	-2.3%	/	-17%	26%	0.8%	/	/
CS(=O)(=O)N1CCN=C1SCc1cccc(F)c1	/	/	/	3.0%	/	-3%	1%	0.1%	/	/
Cc1ccccc1NC(=O)c1c(C)nn(-c2ccccc2)c1Cl	1.1	0.03	1274	10%	12%	-12%	4%	-0.6%	7.0%	12%
COc1cccc(N=Cc2ccc(O)cc2O)c1	1	-0.6	1018	-0.7%	20%	5%	6%	0.2%	0.2%	52%*
Cc1nc2ccccn2c1C(=O)NNC(=S)Nc1ccc(Cl)cc1	2.9	-1.4	1269	11%	2%	17%	?	0.1%	-1.4%	5%
O=C(CN1C(=O)c2cccc3cccc(c23)C1=O)NCCN1CCOCC1	1.2	0.51	1156	0.4%	-2%	-9%	4%	0.5%	-0.4%	5%
COc1cccc(CNC(=O)Cc2csc(Nc3nc(=S)[nH]c4ccccc34)n2)c1	1.3	-0.11	1265	0.1%	-11%	-5%	9%	-0.3%	0.7%	-2%
COc1ccc(-c2noc(COc3ccc4c(c3)OCO4)n2)cc1	1.1	/	/	-1.6%	13%	0%	-1%	-0.1%	-2.2%	10%
COc1ccc2c(c1)cc1n2CCN2CCCN=C12	1	1.6	1009	-1.2%	11%	32%	4%	1.1%	-2.3%	4%
O=C(CCNC(=O)c1ccc(Cl)cc1)Nc1ccc(Cl)cc1F	1	0.16	1419	3.1%	0%	-4%	7%	-1.2%	-0.6%	-3%
O=[N+]([O-])c1cccc(N/N=C/c2ccc(N3CCOCC3)cc2)c1	/	/	/	9.9%	/	12%	-2%	0.1%	/	/
O=C(Nc1cccnc1)c1cc2c(ccc3ccccc32)o1	1.1	-0.74	1203	?	6%	-13%	4%	0.0%	-0.1%	-5%
CC(C)c1nc2oc3c(NCC4CCCO4)ncnc3c2c2c1CCC2 (centres undefined)	1.1	-1.2	1204	5.0%	11%	1%	26%	0.3%	0.2%	13%
O=S(=O)(NCCSc1nnnn1-c1ccccc1)c1cccs1	1.1	0.04	1803	0.2%	2%	8%	12%	-0.3%	-1.5%	1%
Cc1noc(C)c1C(=O)N1CCCC(C(=O)c2cccc(C(F)(F)F)c2)C1 (centres undefined)	1.1	-0.17	1536	-2.0%	7%	-8%	10%	-1.6%	-1.0%	7%
O=C(O)C(Cc1ccccc1)N1Cc2ccccc2C1=O (centres undefined)	1.2	1.6	918	1.1%	10%	4%	-2%	0.2%	-0.8%	9%
COC(=O)C1CC(=O)c2sccc2C1 (centres undefined)	1	0.43	1339	1.6%	-8%	-1%	20%	-0.3%	-1.4%	1%
CC1(C)CC(=O)C2=C(C1)NC(Nc1nc3ccccc3o1)=NC2c1ccccn1 (centres undefined)	1.1	/	/	-1.6%	-1%	-3%	9%	-0.9%	1.9%	4%
COCCOC(=O)C(C#N)c1nc2ccccc2nc1N1CCN(Cc2ccccc2)CC1 (centres undefined)	0.9	0.26	808	-0.9%	10%	4%	8%	-0.3%	-0.7%	3%
COC(=O)C1=C(C)Nc2c(c(=O)n(C)c(=O)n2C)C1c1ccc(C)cc1 (centres undefined)	1	-0.74	1381	-1.4%	-10%	-8%	2%	0.0%	-14%	-6%
COCCN(CCOC)c1nc(S(=O)(=O)c2ccc(C)cc2)c(Cl)s1	1	0.36	751	14%	17%	2%	5%	-1.3%	1.7%	10%
COC(=O)C1=NNC2(C)C(=O)N(c3ccc(C)cc3)C(=O)C12 (centres undefined)	/	0.14	1430	1.1%	/	-10%	2%	0.1%	/	/
COc1ccc(CC(CN)c2ccccc2)cc1 (centres undefined)	/	/	/	0.4%	/	0%	14%	0.0%	/	/
Cc1ccc(-c2cc(C(=O)Nc3ccc(S(=O)(=O)Nc4onc(C)c4C)cc3)[nH]n2)c(O)c1	/	-0.3	1046	-0.4%	/	4%	16%	0.3%	/	/
Cc1ccc(NC2=Nc3ccccc3CC2)cc1	1.1	0.23	727	-1.6%	8%	16%	13%	-0.2%	-3.4%	6%
COc1ccc(CN(C(=O)CNC(=O)c2ccco2)C(C(=O)NC2CCCC2)c2ccco2)cc1 (centres undefined)	1	-0.64	1295	0.0%	16%	-10%	4%	-0.2%	/	13%
COC(=O)c1ccc(C(=O)OC)c(NC(=O)COC(=O)c2ccccc2OC)c1	1	0.06	1260	0.2%	12%	4%	22%	0.0%	-2.6%	5%

Two entries from above in another layout:
Values in the order: TNAP activators, Ins promoter up, Ins promoter up cell count, RSV CPE inhibition, PMI inhibitors, Salmonella PhoP GFP, SV40 large T antigen, West Nile virus CPE, CSM14.1 death rescue, human PMI inhibitors
> CN1CCN(S(=O)(=O)c2ccc(Br)c3nsnc23)CC1
→ 1.1, 0.11, 847, 1.0%, 10%, 17%, -4%, 0.4%, -4.0%, 4%
> Cc1cccc(C)c1NC(=O)c1cnn(-c2ccccc2)c1C
→ /, /, /, 0.7%, /, -3%, 0%, -0.2%, /, /

More structures.
molecule	TNAP activators	Ins promoter up	Ins promoter up cell count	RSV CPE inhibition	PMI inhibitors	Salmonella PhoP GFP	SV40 large T antigen	West Nile virus CPE	CSM14.1 death rescue	human PMI inhibitors
Cc1ccc2cccc(SCC(=O)NCC#N)c2n1	1.1	-0.17	1265	0.8%	4%	7%	6%	0.2%	-0.5%	11%
CCc1ccc(NC(=O)C(=O)N/N=C(\C)CC(=O)Nc2ccccn2)cc1	1.1	0.02	1300	2.6%	-10%	-14%	11%	-0.2%	-2.8%	-11%
COC(CNC(=O)c1ccc2c(c1)ncn2-c1cccc(C)c1)OC	/	/	/	1.4%	/	0%	19%	0.0%	/	/
COc1cccc(/C=C/c2nc(C#N)c(NCC(C)C)o2)c1	/	/	/	4.2%	/	-3%	8%	-1.1%	/	/
CCCNC(=O)c1c(CSc2ccc(Cl)cc2)noc1C(=O)NCc1ccccc1	/	/	/	8.9%	/	-2%	10%	-0.7%	/	/
COc1cccc(OC)c1OCCCCN1CCCCC1	/	/	/	-0.3%	/	8%	12%	-1.2%	/	/
Cc1cc(NC(=O)CCCN2C(=O)c3cccnc3C2=O)no1	1	-0.32	1384	0.4%	-4%	3%	10%	/	1.0%	-9%
N/C(=N\OC(=O)COc1ccccc1Cl)c1ccc(Cl)cc1	1.1	0.05	1246	0.7%	1%	0%	22%	-0.1%	-1.0%	1%
COc1ccc(N(C(C)=O)c2nc(C)cc(C)c2C#N)c(OC)c1	1.1	0.96	1411	1.8%	9%	6%	4%	0.1%	-1.2%	0%
COC(=O)c1cc(NS(=O)(=O)c2ccc(N3CCOCC3)c([N+](=O)[O-])c2)cc(C(=O)OC)c1	1	/	/	0.5%	7%	8%	-1%	-0.6%	-4.5%	3%
CC(=O)Nc1cccc(NC=C(C#N)C#N)c1	1.1	0.44	1640	-0.5%	13%	2%	23%	0.5%	-0.1%	13%
CC(=O)c1ccc(OCC(O)CN2C(C)(C)CC(O)CC2(C)C)cc1 (centres undefined)	1.1	0.73	1072	2.2%	8%	-3%	9%	-0.2%	0.1%	14%
CCC1CCCCN1CCCNC(=O)Cn1cnc2sc(C)c(S(=O)(=O)N3CCC(C)CC3)c2c1=O (centres undefined)	/	/	/	-0.4%	/	4%	0%	-0.7%	/	/
COc1ccc(/C=N\NC(=O)c2ccccc2[N+](=O)[O-])cc1COc1c(F)c(F)c(F)c(F)c1F	/	/	/	?	/	4%	19%	-0.2%	/	/
